# From PubChem
# Smad3 inh: inhibitors of human Smad3 transcription factor binding; TR-FRET Smad3/Dy647-FoxH1 peptide binding, europium anti-His; inhibition, % at 25 µM; 88,000 tested, 0.29% active; AID 630;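 active means compounds that reduce the energy-transfer binding signal between the protein and its labelled peptide by more than half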;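 further: 0% = Smad3 plus labelled peptide maximal FRET and 100% = peptide-only background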
# Target sequence (P84022 whole entry, looked up): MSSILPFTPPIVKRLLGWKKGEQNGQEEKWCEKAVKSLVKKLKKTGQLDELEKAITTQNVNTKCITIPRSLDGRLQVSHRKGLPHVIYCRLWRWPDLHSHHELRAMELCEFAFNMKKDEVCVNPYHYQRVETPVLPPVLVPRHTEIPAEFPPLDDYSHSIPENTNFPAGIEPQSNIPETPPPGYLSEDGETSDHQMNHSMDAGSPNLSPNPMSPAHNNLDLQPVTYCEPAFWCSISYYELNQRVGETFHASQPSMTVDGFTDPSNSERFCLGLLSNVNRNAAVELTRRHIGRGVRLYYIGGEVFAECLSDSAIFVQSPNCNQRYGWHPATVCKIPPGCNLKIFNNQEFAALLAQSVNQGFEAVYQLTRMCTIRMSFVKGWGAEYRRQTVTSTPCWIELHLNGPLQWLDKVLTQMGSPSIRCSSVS
# MT1-MMP txn act: MT1-MMP promoter transcription activation; AID 750; activation factor at 10 µM; 86,000 tested, 0.16% active; HT1080 MT1-MMP promoter luciferase reporter, luminescence, overnight; stronger effect = higher value;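 active means activation factor of at least 2 for MT1-MMP transcription at 10 µM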
# The depositor's hits bear a star; . = not tested or not shown.
# Second line of a record: Smad3 inh | MT1-MMP txn act
> O=C(O)C(=Cc1ccc(-c2ccccc2)cc1)C(=O)O
    8 | .
> COc1cccc2c1C(=O)c1c(O)c3c(c(O)c1C2=O)C[C@](O)(C(=O)CO)C[C@@H]3O[C@@H]1C[C@H](N)[C@@H](O)[C@H](C)O1
    9 | .
> O=c1[nH]c(SCc2c(Cl)c(Cl)c(Cl)c(Cl)c2Cl)nc(=S)[nH]1
    4 | .
> Cc1[nH]c2c(C)ccc(C)c2c1CC(=O)O
    1 | .
> CO[C@@H]1/C=C\O[C@]2(C)Oc3c(C)c(O)c4c(O)c(cc(O)c4c3C2=O)NC(=O)C(C)=C/C=C\[C@H](C)[C@@H](O)[C@H](C)[C@H](O)[C@H](C)[C@H](OC(C)=O)[C@@H]1C
    -1 | .
> O=C(O)[C@@H](O)c1ccc(F)cc1
    2 | .
> C[C@@H](CNC(N)=O)NC(N)=O
    -19 | .
> O=S(=O)(O)CCCc1cccc2ccccc12
    7 | .
> CC(C)(C)c1ccc(-c2nnc(SCc3ccc(Cl)cc3)n2-c2cccc(C(F)(F)F)c2)cc1
    33 | .
> CC(=O)CSCc1ccccn1
    29 | .
> O=C(CN1C(=O)c2ccccc2C1=O)[C@@H](O)CN1C(=O)c2ccccc2C1=O
    -4 | .
> CCN(CC)COC(=S)S
    25 | .
> Cc1cc(C2(c3cc(C)c(O)c(C(=O)O)c3)OS(=O)(=O)c3ccccc32)cc(C(=O)O)c1O
    20 | .
> NC(=O)N/N=C1\CC[C@H](O)C[C@@H]1CC(=O)O
    -7 | .
> COc1ccc(C=Nc2c(O)ccc3ccccc23)cc1OC
    0 | .
> C=CCSc1nc2c(N)ncnc2n1[C@H]1O[C@H](CO)[C@@H](O)[C@@H]1O
    7 | .
> Cc1nc2sc(C(c3ccc(Cl)cc3)N3CCN(CCO)CC3)c(O)n2n1 (stereo not given)
    . | 1.3
> O=C1C(=O)N(Cc2ccco2)C(c2cccc(Cl)c2)/C1=C(\O)c1ccc2c(c1)OCCO2 (stereo not given)
    . | 1
> CCC1=C2CC[C@H]3C(=O)N(C)C(=O)[C@H]3[C@H]2[C@@]2(C)C(=NCC(=O)OC)OC(=O)N2C1=O
    . | 1.1
> COC(=O)[C@@H]1C[C@H]1[C@@H](NC(=O)c1cc(C)on1)c1ccccc1
    . | 1.2

# The list goes on.
# Second line of a record: Smad3 inh | MT1-MMP txn act
> O=C(c1ccc2c(c1)C(=O)N(c1ccc(Cl)cc1)C2=O)N1CCN(c2ccccn2)CC1
    . | 1
> COC(=O)[C@@H]1C[C@H]1[C@@H](NC(C)=O)c1ccccc1
    . | 1.8
> COC(=O)[C@@H]1C[C@@]1(C)[C@@H](NC(=O)OCc1ccccc1)c1ccccc1
    . | 1.1
> CCC(C)Nc1nc2c(c(=O)n(C)c(=O)n2C)n1Cc1ccc(Cl)cc1 (stereo not given)
    . | 1.2
> Oc1ccc(Cl)cc1Cc1cc(Cl)ccc1O
    . | 0.9
> CC(C)=C1C(=O)C(c2ccccc2)=C2CN3C(=O)N(CCc4ccccc4)C(=O)[C@]3(C)[C@H]21
    . | 1
> Nc1cc(=O)[nH]c(=O)n1CC1CC1
    . | 1.2
> COC(=O)[C@@]1(Cc2ccc(F)cc2)[C@H]2c3cc(C(=O)N(C)C)n(Cc4ccc(C)c(F)c4F)c3C[C@H]2CN1C(=O)c1ccccc1
    . | 1.1
> CCOC(=O)C1=C(C)N(CCCC(=O)O)C(=O)NC1c1ccccc1OS(=O)(=O)c1ccccc1[N+](=O)[O-] (stereo not given)
    . | 1.1
> Cc1c(CCC#N)c(N2CCN(C3CCCCC3)CC2)n2c(nc3ccccc32)c1C#N
    . | 1.1
> C#CCCCC(=S)Nc1ccccc1
    . | 1.1
> Cn1c(=O)c(C(=O)COC(=O)c2cc(-c3ccco3)nc3ccccc23)c(N)n(Cc2ccccc2)c1=O
    . | 1.1
> COC(=O)[C@H](Cc1ccccc1)NC(=O)[C@@H]1C[C@H]1[C@@H](NC(=O)OCc1ccccc1)c1ccccc1
    . | 1.1
> COC(=O)[C@@H]1C[C@H]2CC[C@H](O)C[C@H]2N1Cc1ccccc1OC(=O)c1cccs1
    . | 1.1
> CN1C[C@@H]2C(c3ccccc3)C3(c4ccccc4)CC2(C3)[C@H]1c1ccccc1 (stereo not given in full)
    . | 1.1
> CCOCCn1c(CN(C)Cc2ccccc2)nc2c1c(=O)n(C)c(=O)n2C
    . | 1
> Cc1noc(C)c1S(=O)(=O)Nc1ccc(C(=O)NC2CCCCC2)cc1
    . | 1
> COC(=O)c1ccc(C(NC(=O)OCc2ccccc2)/C(C)=C/[C@@H](C)C(=O)NCc2nn(-c3ccccc3)nc2C)cc1 (stereo not given in full)
    . | 1.1
> Cc1ccc(C)c(/C(O)=C2\C(=O)C(=O)N(CCCN(C)C)C2c2cccnc2)c1 (stereo not given)
    . | 0.9
> COC(=O)c1cccc(C23CC4(C2)[C@H](CN(CC2CCCCC2)[C@@H]4c2ccccc2)C3c2ccc(Cl)nc2)c1 (stereo not given in full)
    . | 1

# Next part:
# Second line of a record: Smad3 inh | MT1-MMP txn act
> Cc1cccc(N2CCN(C(=O)c3cc4c(C)nc5ccccc5c4o3)CC2)c1C
    . | 1.1
> O=P(O)(CN1CCCCC1)C1CCCCC1O (stereo not given)
    . | 1.2
> CC(Cc1ccccc1)C(=O)NCC1CC1 (stereo not given)
    . | 1
> CO/N=C(\C(=O)N[C@@H]1C(=O)N2C(C(=O)O)=C(COC(C)=O)CS[C@H]12)c1csc(N)n1 (stereo in doubt)
    . | 1.2
> COC(=O)CNC(=O)C1(C)C=CC2(CCCCC2)N1C(C)=O (stereo not given)
    . | 1.2
> CCN(CC)CCOC(=O)c1c(C)n(C)c2ccc(OC)cc12
    . | 1.1
> Cc1ccc(CNC(=O)[C@@H]2C[C@H]2[C@@H](NP(=O)(c2ccccc2)c2ccccc2)c2ccccc2)o1
    . | 1.2
> O=C1NCCCN1Cc1ccc(F)cc1Cl
    . | 1.3
> COC(=O)CNC(=O)[C@@]1(C)C=C[C@@H](Cc2ccccc2)N1C(=O)OC
    . | 0
> CCN(CC)CCCN1C(=O)C(=O)/C(=C(/O)c2ccccc2)C1c1ccccn1 (stereo not given)
    . | 1.2
> Clc1ccc(C2[C@H]3CN(CC4CCCCC4)[C@H](c4ccccc4)C34CC2(c2ccccc2)C4)cn1 (stereo not given in full)
    . | 1.2
> CCC1=C2CC[C@H]3C(=O)N(C)C(=O)[C@H]3[C@H]2[C@@]2(Cc3ccccc3)C(=NCCOC)OC(=O)N2C1=O
    . | 1.2
> CCOC(=O)C1=C(C)N(CCCC(=O)O)C(=O)NC1c1ccc2ccccc2c1 (stereo not given)
    . | 1.1
> COC(=O)[C@@]1(Cc2ccc(F)cc2)[C@H]2c3cc(C(=O)N(C)C)n(C)c3C[C@H]2CN1C(=O)c1ccccc1
    . | 1.2
> CN(C)CC(O)COc1ccc(C(C)(C)c2ccc(OCC(O)CN(C)C)cc2)cc1 (stereo not given)
    . | 1.2
> Cc1ccc2oc(=O)c3c4cc(O)c(O)cc4oc3c2c1
    . | 1.2
> Cn1cc(S(=O)(=O)Cc2ccc(F)cc2)c2ccccc21
    . | 0.9
> COC(=O)c1ccc(C(NC(=O)OCc2ccccc2)/C(F)=C/[C@@H](C)C(=O)NCc2cc(F)cc(F)c2)cc1 (stereo not given in full)
    . | 1.1
> CCC1=C2CC[C@H]3C(=O)N(CC(=O)OC)C(=O)[C@H]3[C@H]2[C@@]2(C)C(=O)N(CC3CC3)C(=O)N2C1=O
    . | 1.2
> CC(=O)OCCNc1cc(N2CCN(C)CC2)c2noc3c2c1C(=O)c1ccccc1-3
    . | 1

# Next section:
# Second line of a record: Smad3 inh | MT1-MMP txn act
> COC(=O)[C@@]1(Cc2ccc(OC)cc2)[C@H]2c3cc(C(=O)N4CCCC4)n(Cc4ccc(Cl)c(C(F)(F)F)c4)c3C[C@H]2CN1C(=O)c1ccccc1
    . | 1.1
> O=C(NCCF)[C@H]1C[C@@H]1[C@H](NP(=O)(c1ccccc1)c1ccccc1)c1ccccc1
    . | 1.1
> COC(=O)[C@@H]1C[C@H]1[C@@H](NC(=O)c1cccnc1)c1ccccc1
    . | 1.2
> COC(=O)[C@@]1(Cc2ccc(F)cc2)[C@H]2c3cc(C(=O)N4CCCC4)n(CCSCCO)c3C[C@H]2CN1C(=O)c1ccccc1
    . | 1
> CCC1=C2CC[C@H]3C(=O)N(c4ccccc4)C(=O)[C@H]3[C@H]2[C@@]2(Cc3ccccc3)C(=O)N(CC(=O)OC)C(=O)N2C1=O
    . | 1.1
> Cc1cc(C)c2c3c(c(-c4ccccc4)n2n1)c(=O)n(C)c(=O)n3C
    . | 0.9
> Cc1cc(C(=O)N[C@@H](c2ccccc2)[C@]2(C)C[C@H]2[C@@H](C)C(=O)Nc2ccc3ccccc3c2)n(C)n1
    . | 1.3
> CC1=C(C(=O)OCc2ccccc2)C(c2ccc(C(C)(C)C)cc2)NC(=O)N1CCCCCC(=O)O (stereo not given)
    . | 1.2
> CC(Cc1ccccc1)C(=O)NCCc1c[nH]c2ccccc12 (stereo not given)
    . | 1.1
> O=C(CNC(=O)c1ccco1)OCc1c(F)cccc1Cl
    . | 1.1
> CCOC(=O)C1=C(COc2ccccc2)NC(=O)NC1c1ccc(C#N)cc1 (stereo not given)
    . | 1.1
> CC(NC(=O)C1CCCCC1)C(c1cccs1)N1CCOCC1 (stereo not given)
    . | 1.1
> CCc1ccc(-c2cn3nc(C)c(C)nc3n2)cc1
    . | 0
> Cc1ccccc1OCC(=O)Nc1cccc(NC(=O)c2ccco2)c1
    . | 1.1
> CCCC[C@@H]1C[C@H]1C(NS(=O)(=O)c1cccc2cccnc12)c1ccc(-c2ccccc2)cc1 (stereo not given in full)
    . | 1.3
> Cc1nnc2n(-c3ccccc3)c(=O)c3c4c(sc3n12)CCCC4
    . | 1
> CCOC(=O)c1cn(Cc2ccccc2)c(C(=O)OC(C)(C)C)c1O
    . | 1.2
> C[C@@H](C(=O)Nc1ccc2ccccc2c1)[C@H]1C[C@]1(C)[C@H](NC(=O)c1cccnc1)c1ccccc1
    . | 1.4
> COC(=O)[C@@]1(Cc2ccc(F)cc2)[C@H]2c3cc(C(=O)N4CCCC4)n(CCc4c[nH]c5ccc(OC)cc45)c3C[C@H]2CN1C(=O)c1ccccc1
    . | 1.1
> COC(=O)c1ccc(C(/C=C/[C@@H](C)C(=O)N(C)Cc2ccccc2)NC(=O)OCc2ccccc2)cc1 (stereo not given in full)
    . | 1.2

# Remaining list, next part.
# Second line of a record: Smad3 inh | MT1-MMP txn act
> CNC1=C(Br)C(=O)c2ccncc2C1=O
    . | 1
> CCC1=C2CC[C@H]3C(=O)N(CC(=O)OC)C(=O)[C@H]3[C@H]2[C@@]2(Cc3ccccc3)C(=NCCOC)OC(=O)N2C1=O
    . | 1.1
> CCOCCn1c(SCC(=O)OCc2ccccc2)nc2c1c(=O)[nH]c(=O)n2C
    . | 1
> COC(=O)[C@@]1(Cc2ccccc2)[C@H]2c3cc(C(=O)N4CCCC4)n(Cc4c(CO)[nH]cc(C)c4=O)c3C[C@H]2CN1C(=O)c1ccccc1
    . | 1.2
> CNC(=O)C1(C)C=CC2(CCCCC2)N1C(C)=O (stereo not given)
    . | 1
> CCC#CCOCC(=S)Nc1ccccc1
    . | 1.2
> COC(=O)C1=C(COc2ccccc2)NC(=O)NC1c1ccc(Cl)cc1 (stereo not given)
    . | 1.1
> COC(=O)c1ccc(C(NC(=O)OCc2ccccc2)/C(C)=C/[C@@H](C)C(=O)N(C)Cc2cccnc2)cc1 (stereo not given in full)
    . | 1.1
> CCc1c2c(nc3cccc(C(C)C)c13)-c1cccc(=O)n1C2
    . | 1.2
> Cc1nn(C)c(C)c1NC(=O)CSc1nc(-c2ccccc2F)nc2c1cnn2-c1ccccc1
    . | 1
> COCCn1c(C(=O)N2CCCC2)cc2c1C[C@H]1CN(C(=O)c3ccccc3)[C@@](Cc3ccccc3)(C(=O)OC)[C@@H]21
    . | 1
> CCCCCCN(C(=O)CCCCCN1C(=O)NC(c2ccc(-c3ccccc3)cc2)C(C(=O)OCc2ccccc2)=C1C)C(C)C(=O)NCCCC (stereo not given)
    . | 1.1
> Cc1ccc(CNC(=O)[C@H]2C[C@@H]2[C@H](NP(=O)(c2ccccc2)c2ccccc2)c2ccccc2)o1
    . | 1.1
> Cn1c(=O)n(CCC(=O)O)c2ccccc21
    . | 1.2

# Compounds above that contain a COOH group, in the order listed:
# Second line of a record: Smad3 inh | MT1-MMP txn act
> O=C(O)C(=Cc1ccc(-c2ccccc2)cc1)C(=O)O
    8 | .
> Cc1[nH]c2c(C)ccc(C)c2c1CC(=O)O
    1 | .
> O=C(O)[C@@H](O)c1ccc(F)cc1
    2 | .
> Cc1cc(C2(c3cc(C)c(O)c(C(=O)O)c3)OS(=O)(=O)c3ccccc32)cc(C(=O)O)c1O
    20 | .
> NC(=O)N/N=C1\CC[C@H](O)C[C@@H]1CC(=O)O
    -7 | .
> CCOC(=O)C1=C(C)N(CCCC(=O)O)C(=O)NC1c1ccccc1OS(=O)(=O)c1ccccc1[N+](=O)[O-] (stereo not given)
    . | 1.1
> CO/N=C(\C(=O)N[C@@H]1C(=O)N2C(C(=O)O)=C(COC(C)=O)CS[C@H]12)c1csc(N)n1 (stereo in doubt)
    . | 1.2
> CCOC(=O)C1=C(C)N(CCCC(=O)O)C(=O)NC1c1ccc2ccccc2c1 (stereo not given)
    . | 1.1
> CC1=C(C(=O)OCc2ccccc2)C(c2ccc(C(C)(C)C)cc2)NC(=O)N1CCCCCC(=O)O (stereo not given)
    . | 1.2
> Cn1c(=O)n(CCC(=O)O)c2ccccc21
    . | 1.2

# An excerpt; rates above refer to the full screens.
